# Rv3671c protease – inhibitors of M. tuberculosis serine protease Rv3671c; AID 2606; P9WHR9; 320,000 compounds, 0.048% hits; inhibition, % at 5.96 µM; in the data active = inhibition above about 38%;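 also: extracellular domain of Rv3671c used as enzyme; 0% = enzyme with DMSO and 100% = no enzyme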
# Target sequence (P9WHR9 whole entry, looked up, the tested form may be a part): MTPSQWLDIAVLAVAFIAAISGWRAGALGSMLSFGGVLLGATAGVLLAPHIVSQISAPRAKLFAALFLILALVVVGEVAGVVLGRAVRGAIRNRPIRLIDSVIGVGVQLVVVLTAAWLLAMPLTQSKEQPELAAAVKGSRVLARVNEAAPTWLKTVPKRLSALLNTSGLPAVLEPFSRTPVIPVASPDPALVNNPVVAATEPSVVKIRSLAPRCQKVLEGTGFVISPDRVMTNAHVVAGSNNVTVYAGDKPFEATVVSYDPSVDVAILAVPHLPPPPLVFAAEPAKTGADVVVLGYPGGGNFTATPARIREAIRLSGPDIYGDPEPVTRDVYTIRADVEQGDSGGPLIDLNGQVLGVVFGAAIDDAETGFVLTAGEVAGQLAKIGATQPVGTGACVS
# GDH-TPI counter – inhibits GDH-TPI coupling enzymes, artifact for Mtb FBA screen; inhibition, % at 4.8 µM; 360,000 compounds, 1.2% hits; AID 588335; GDH-TPI coupled enzyme counterscreen, NADH absorbance; in the data active = inhibition above about 30%;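 also: 0% = DMSO wells and 100% = wells lacking the enzyme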
# Mtb FBA inh – Mtb fructose-bisphosphate aldolase inhibition; P9WQA3; purified M. tuberculosis FBA, fluorescence read-out; inhibition, % at 1 µM; 360,000 compounds, 2.3% hits; AID 588726; in the data active = inhibition above about 27%;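 also: 0% = vehicle and 100% = reference inhibitor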
# VHR inh abs – inhibitors of human VHR1 phosphatase (DUSP3); P51452; inhibition, % at 13.3 µM; recombinant VHR phosphatase, pNPP absorbance; 290,000 compounds, 0.52% hits; in the data active = inhibition above about 50%; also: some compounds called inactive have numbers as strong as hits
# Target sequence (P51452 whole entry, looked up): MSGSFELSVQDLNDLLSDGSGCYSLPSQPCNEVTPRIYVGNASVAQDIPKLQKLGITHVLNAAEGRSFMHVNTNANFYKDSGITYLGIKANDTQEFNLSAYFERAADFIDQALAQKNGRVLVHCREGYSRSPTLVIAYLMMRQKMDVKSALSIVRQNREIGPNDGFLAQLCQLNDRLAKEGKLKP
# SARS 3CLpro inh – SARS-CoV 3CLpro protease inhibition; 290,000 compounds, 0.14% hits; AID 1706; P0C6X7; inhibition, % at 6 µM; recombinant SARS-CoV 3CLpro, quenched FRET peptide cleavage; in the data active = inhibition above about 12%
# Mtb UGM inh – inhibitors of M. tuberculosis UDP-galactopyranose mutase. purified UGM, fluorescence polarization probe displacement. inhibition, % at 10 µM. 320,000 compounds, 0.06% hits. AID 504406; in the data active = inhibition above about 10%, passing the limit was not always enough
# Target sequence (P9WIQ1 whole entry, looked up): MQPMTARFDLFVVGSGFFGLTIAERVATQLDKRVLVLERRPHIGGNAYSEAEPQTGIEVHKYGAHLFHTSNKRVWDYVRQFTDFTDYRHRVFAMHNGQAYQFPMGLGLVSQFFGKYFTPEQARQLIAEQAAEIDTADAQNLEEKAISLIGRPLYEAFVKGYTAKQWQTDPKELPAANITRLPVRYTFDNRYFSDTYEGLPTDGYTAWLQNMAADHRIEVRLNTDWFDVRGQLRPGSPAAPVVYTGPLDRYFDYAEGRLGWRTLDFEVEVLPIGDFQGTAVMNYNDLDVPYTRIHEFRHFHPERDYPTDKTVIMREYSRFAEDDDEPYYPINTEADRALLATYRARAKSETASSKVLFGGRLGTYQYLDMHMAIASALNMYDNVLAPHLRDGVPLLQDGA
# BioA inh – inhibitors of Mycobacterium tuberculosis BioA enzyme. purified M. tuberculosis BioA enzyme, plate reader. inhibition, % at 9.99 µM. 360,000 compounds, 0.096% hits. AID 602481; in the data active = inhibition above about 40%
# PriA SSB inh – K. pneumoniae PriA-SSBct interaction inhibition; AlphaScreen SSBct-PriA binding, biotinylated peptide; inhibition, % at 33 µM; 430,000 compounds, 0.6% hits; in the data active = inhibition mostly above about 37%, no sharp cut-off; inactive = mostly below about 20%;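 also: plate controls were negative control peptide for no effect and reference peptide for full effect; strong numbers were not always called active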
# Vc quorum ag – induces V. cholerae light production without autoinducers. activation, % at 18.7 µM. AID 588436. 350,000 compounds, 0.16% hits. V. cholerae BH1578 lux reporter, luminescence, 6 h; in the data active = activation mostly above about 9.7%, no sharp cut-off; also: not every result past the cut was called active; inactives centre near 0; reference of the scale not given here
# MazEF act – MazEF (E. coli) toxin RNase activation; FAM/BHQ RNA-DNA oligo cleavage fluorescence, 5 h; 350,000 compounds, 0.32% hits; AID 504720; activation, % at 20 µM; in the data active = activation above about 50%
# The depositor's hits bear a star; i = inactive; . = not tested or not shown; & = joins results of further samples.
SMILES,Rv3671c protease,GDH-TPI counter,Mtb FBA inh,VHR inh abs,SARS 3CLpro inh,Mtb UGM inh,BioA inh,PriA SSB inh,Vc quorum ag,MazEF act
COC(=O)CCCC1=CC2=C(c3ccccc3)C(=O)C(C)(OC(=O)C3CCCC3)C(=O)C2=CN1CCc1c[nH]c2ccccc12 (centres undefined),-1,4,-7,7,.,-0.2,-1.1,1,-0.3,54*
CC(C)CC1NC(=O)c2cc3ccccc3cc2-n2c1nc1ccc(F)cc1c2=O (centres undefined),.,14,3,.,.,.,-5.3,.,-0.7,-15
Cc1ccc(C)c(S(=O)(=O)N2CCN(C(=O)c3sccc3C)CC2)c1,0,-6,1,.,.,-0.4,-1.1,-3,i,-3
CC(=O)Oc1ccc(C2(C)CC(C)(C)Oc3cc(OC(C)=O)ccc32)c(OC(C)=O)c1 (centres undefined),-3,2,-2,6,2,1.8,0.3,4,-0.3,-5
Cc1c(NC(=O)c2ccc(S(=O)(=O)N3CCOCC3)cc2)cccc1[N+](=O)[O-],-2,-7,1,.,.,3.7,3.0,-10,-0.2,-4
N#C/C(=C1/CCCCCN1)c1nnc2n1CCCCC2,4,0,2,18,-7,5.7,.,-9,i,3
CCCS(=O)(=O)c1c(S(=O)(=O)CCC)c2c(C)cccn2c1C(=O)OC,0,16,7,27,-5,-0.1,-0.6,2,-11,5
Cc1nc2ccccc2n1CC(=O)OCC(=O)NCc1ccccc1,-2,3,-3,13,-3,0.5,.,-2,i,0
Cc1ccc(N(CCC(=O)O)S(=O)(=O)c2ccc(C)cc2)cc1,2,7,2,-10,1,4.2,.,-2,-0.5,3
CCOc1ccccc1N1CC(C(=O)NC2CCCCCC2)CC1=O (centres undefined),1,7,2,.,.,0.1,1.5,-12,-0.4,4
COc1ccccc1OCc1ccc(C(=O)Nc2ccncc2)o1,4,-8,2,-5,6,0.7,-1.2,-1,-0.4,6
COc1ccc(CN(C)C(C)C(=O)NC2CCCc3ccccc32)cc1 (centres undefined),-1,-4,-5,-20,3,0.3,.,-3,i,3
Cc1ccc(C)c(NC(=S)N2CCN(c3ccccn3)CC2)c1,1,11,1,21,0,1.8,-3.1,12,-0.4,2
CCC(=O)c1ccc(OCC(=O)OCC(=O)N2c3ccccc3NC(=O)C2(C)C)cc1,-3,4,-2,.,.,-0.3,.,3,-5.7,3
COc1cc(/C=N/NC(=O)c2cccnc2)cc2c1OCO2,7,24,0,27,-2,-0.3,11,.,i,6

# Exported bar-delimited: entries from further up
SMILES | Rv3671c protease | GDH-TPI counter | Mtb FBA inh | VHR inh abs | SARS 3CLpro inh | Mtb UGM inh | BioA inh | PriA SSB inh | Vc quorum ag | MazEF act
N#C/C(=C1/CCCCCN1)c1nnc2n1CCCCC2 | 4 | 0 | 2 | 18 | -7 | 5.7 | . | -9 | i | 3
CCCS(=O)(=O)c1c(S(=O)(=O)CCC)c2c(C)cccn2c1C(=O)OC | 0 | 16 | 7 | 27 | -5 | -0.1 | -0.6 | 2 | -11 | 5
Cc1nc2ccccc2n1CC(=O)OCC(=O)NCc1ccccc1 | -2 | 3 | -3 | 13 | -3 | 0.5 | . | -2 | i | 0
Cc1ccc(N(CCC(=O)O)S(=O)(=O)c2ccc(C)cc2)cc1 | 2 | 7 | 2 | -10 | 1 | 4.2 | . | -2 | -0.5 | 3

# No new results follow: entries from further up.
SMILES,Rv3671c protease,GDH-TPI counter,Mtb FBA inh,VHR inh abs,SARS 3CLpro inh,Mtb UGM inh,BioA inh,PriA SSB inh,Vc quorum ag,MazEF act
CCC(=O)c1ccc(OCC(=O)OCC(=O)N2c3ccccc3NC(=O)C2(C)C)cc1,-3,4,-2,.,.,-0.3,.,3,-5.7,3
COc1cc(/C=N/NC(=O)c2cccnc2)cc2c1OCO2,7,24,0,27,-2,-0.3,11,.,i,6

# Continuation:
SMILES,Rv3671c protease,GDH-TPI counter,Mtb FBA inh,VHR inh abs,SARS 3CLpro inh,Mtb UGM inh,BioA inh,PriA SSB inh,Vc quorum ag,MazEF act
COc1ccc(OCCCC(=O)Nc2cc(Cl)ccc2-n2cncn2)cc1,-2,4,1,.,.,-1.2,-0.4,-5,1.4,-1
Cc1ccc(C(=O)COc2ncnc3cc(Cl)ccc23)cc1,-6,-9,0,21,0,3.4,0.0,-6,-1.1,17
CCCC(=O)N1CCC1(C)C(=O)NS(=O)(=O)c1cccc(C)c1 (centres undefined),.,-4,3,.,.,.,-1.1,.,-0.2,.
Cc1ccc(NC(=S)N2CCN(S(=O)(=O)c3ccc(F)cc3)CC2)cc1,.,-5,4,27,1,-3.2,5.9,0,i,6
NS(=O)(=O)c1ccc(CNC(=O)/C=C/c2cccc(Cl)c2)cc1,-7,-8,2,21,3,-0.6,0.3,-7,-0.3,9
CC(=O)N(CC1CCCO1)C1(C(=O)NC2CCCC2)CCCCC1 (centres undefined),3,-6,13,29,-2,0.7,-1.9,-15,-0.4,-5
COc1cccc(NC(=O)CN(C)C(=O)c2ccc(N3CCCCC3)c([N+](=O)[O-])c2)c1,1,1,0,.,.,-1.6,-2.4,11,i,-12
Cc1ccc(C2(C)NC(=O)N(CC(=O)N3CCN(C(=O)c4cccs4)CC3)C2=O)cc1 (centres undefined),6,-16,-1,.,.,.,-1.1,8,i,6
CCCN(CCC)CC(O)COc1ccc2c(c1)OCO2 (centres undefined),-1,-3,3,6,2,1.5,.,3,0.5,0
CCC(c1nnnn1C1CCCCC1)N1CCN(C(=O)c2ccco2)CC1 (centres undefined),2,-5,0,12,-4,-0.3,1.2,-6,-0.5,8
CC(=O)OC1CCC2(C)C3=CCC4(C)C(C(C)=O)=CCC4C3CCC2C1 (centres undefined),.,8,2,.,.,.,-0.5,-10,-0.8,13
COc1ccc(/C=C(/C#N)C(=O)Nc2cc(C)ccc2C)cc1C(=O)O,7,30,1,21,0,-2.4,1.6,-3,i,8
O=C(CCCCCNC(=O)N1CCn2c1nc1ccccc12)N[C@@H](Cc1ccccc1)C(=O)O,5,8,4,20,2,-2.4,-0.1,-17,-0.6,2
CS(=O)(=O)N(CC(=O)N1CCOCC1)c1ccc(Cl)cc1,4,3,0,10,1,0.0,-0.4,-1,i,10
Cc1ccc(Oc2ncccc2NC(=O)CC2(CC(=O)O)CCCC2)c2c1CCC2,-3,-10,1,-11,-3,-0.1,.,-3,-1.2,0
O=C(Nc1nn(Cc2ccc(Cl)cc2)cc1Br)c1ccc(COc2ccccc2Cl)o1,-37,-1,0,33,2,2.1,-1.0,-3,-0.3,-6
COc1ccc(NC(=O)C2C3C=CC(C3)C2C(=O)NCc2ccco2)c(OC)c1 (centres undefined),6,-3,9,0,-4,-0.4,-2.3,-2,i,5
COc1ccc(/C=N/Nc2nnc(Cc3ccc(OC)c(OC)c3)c(=O)[nH]2)cc1,-13,19,-7,4,2,-1.6,.,.,i,-3
CCN1C(C)=C(C)S/C1=C1\SC(=S)N(NC(C)=O)C1=O,-2,6,-4,8,-7,1.7,-2.4,10,i,-10
COc1ccc(/C=N/N=C(\N)c2nonc2N)cc1,.,16,0,10,3,.,.,.,-0.3,1
CCCc1ccc(OCC(=O)NNC(=S)NC(=O)c2ccco2)cc1,2,-11,15,-19,8,-2.5,.,-5,9.8,10
Cc1ccc(NC(=O)N(C2CCCCC2)C(C)c2cccnc2)cc1C (centres undefined),-2,-9,0,-4,-2,8.0,-0.3,-8,-0.1,-4
COCc1cc(C)nc(N/N=C/c2ccc(-c3ccc(C(=O)O)c(Cl)c3)o2)c1C#N,-1,.,.,1,-1,3.6,.,.,.,.
CC(C)CC(NC(=O)/C(=C\c1ccco1)NC(=O)c1ccco1)C(=O)O (centres undefined),-7,7,4,0,2,1.1,-3.2,1,15,1
CCCCC(=O)N(c1ccc(C)c(C)c1)C1C=CS(=O)(=O)C1 (centres undefined),0,2,1,23,-6,2.5,-0.8,-11,-1.5,0
O=C(CCc1nnc(COc2ccccc2)o1)NCc1ccccc1,2,4,5,15,-3,6.1,.,-8,1.4,1
Cn1c(=O)[nH]c(=O)c2c1nc(N1CCCCCC1)n2CCSc1nc2ccccc2[nH]1,6,-5,-1,0,0,-0.2,-0.6,-1,i,1
CC(=O)N1CCCc2cc(S(=O)(=O)N3CCCC(C(=O)NCc4ccc(Cl)cc4)C3)ccc21 (centres undefined),8,2,0,5,3,-4.1,1.0,2,-12,18
O=C(COC(=O)Cc1cccs1)NCC(=O)Nc1ccc(F)cc1,1,8,0,.,.,2.7,-0.4,0,i,1
COC(=O)C1=C(c2ccc(OCc3ccccc3)cc2)C[C@@H]2CC[C@H]1N2C(=O)NCc1ccc([N+](=O)[O-])cc1,-13,12,-1,.,.,2.3,-1.1,0,i,3
CCOc1ccccc1N1CCN(C(=O)c2ccccc2OCc2c(C)noc2C)CC1,-5,0,-2,.,.,0.5,-1.3,-4,i,-24
COc1cccc2cc(-c3nnc(SCC(=O)Nc4ccc(NC(C)=O)cc4)n3C)oc12,-3,-5,-1,46,-5,0.6,1.9,9,-0.1,9
O=C(NCCN1CCOCC1)c1cccn2c(=O)c3c4c(sc3nc12)CCCC4,11,.,.,-1,4,-2.3,.,.,.,.
CSc1ccc(C(O)c2ncc(-c3ccc(F)cc3)[nH]2)cc1 (centres undefined),.,9,0,.,.,.,0.3,.,i,.
CC(=O)NCCC(=O)Nc1cc(S(=O)(=O)N2CCCCC2)ccc1N1CCN(C)CC1,-2,1,2,.,.,-3.7,-1.8,30,i,0
COC(=O)c1ccccc1OCCOc1ccccc1C(=O)OC,-2,9,-2,23,-6,-1.0,-0.3,-8,-1.4,2
COc1ccc(N2CCN(CCNC(=O)CCS(=O)(=O)c3cccc4nsnc34)CC2)cc1,2,.,.,-17,2,2.5,.,.,.,.
CCCCN1CCC(=O)C(C(=O)OCC)=C1C(=O)OCC,.,20,-3,.,.,.,-1.0,-8,i,0
C=CCNC(=S)NNC(=O)CCC(O)COCCC(C)C (centres undefined),-4,-5,3,2,-3,-0.2,.,-4,i,-5
CSc1ccc(Cc2ccc(Cl)cc2Cl)nn1,-1,-5,-3,28,-7,0.3,.,-35,-0.6,3
COc1ccccc1Cn1c(=S)[nH]c2cc(C(=O)NCC(OC)OC)ccc2c1=O,.,1,-3,-6,-2,-3.0,.,-8,i,2
Cc1cccc(OC(=O)c2sc(Cl)nc2C)c1,4,-11,0,30,-4,4.6,-0.1,-5,-0.6,20
Cc1cc(C)c2c(c1)c1nnc(SCCN3CCOCC3)nc1n2C,.,-1,-6,-4,-2,.,0.0,9,-1.9,22
CCC(=O)N1CCN(c2ccc(NC(=O)c3cc4ccccc4o3)cc2Cl)CC1,4,22,-1,6,-4,-2.6,0.1,-20,0.4,-3
COc1ccc2nc(Nc3nc4ccc(NC(C)=O)cc4s3)sc2c1,2,24,9,-3,2,0.9,.,-4,-0.4,8
O=C1CCCN1CCC(=O)N1CCCC(N2CCN(c3ccccc3F)CC2)C1 (centres undefined),-2,4,4,2,3,0.1,2.2,-17,-0.6,-1
COc1ccc(NC(=O)c2cc3c(=O)n(C)c4ccccc4c3s2)cc1OC,-3,6,1,0,3,3.2,.,13,-0.1,15
CN(C(=O)c1ccccc1Br)C1CCS(=O)(=O)C1 (centres undefined),2,1,-1,.,.,2.9,.,3&-3,i,1
CCCCc1nc(Cl)c(C#N)c2c1CCCC2,1,7,-1,-16,-1,-0.1,.,-36,-0.1,-2
NC(=O)c1cc(NC(=O)CCCc2nc3ccccc3s2)cc(C(N)=O)c1,11,11,8,14,3,1.4,-0.1,1,-0.3,6
CC(NC(=O)COC(=O)c1c[nH]c2ccccc12)c1ccccc1 (centres undefined),-7,10,2,.,.,-0.8,.,-5,i,-13
CC(=O)Nc1c(C(=O)N2CCOCC2)cnn1-c1ccc(C)c(C)c1,1,0,4,-16,0,-2.5,-1.0,2,-13,3
Cc1ccc(C(=O)CC2SC(N)=NC2=O)cc1 (centres undefined),7,4,0,-15,-4,3.4,0.3,.,i,2
COc1cc(NC(=O)CN(C)S(=O)(=O)c2ccc3c(c2)CC(C)N3C(C)=O)cc(OC)c1 (centres undefined),-12,-3,0,-2,3,0.1,-0.7,0,-0.4,-5

# These rows are one share of the data. The share of hits here may be higher or lower than overall.
